Screens (PubChem BioAssay)
Growth percent in the NCI-60 one-dose screen (48 h, 10 µM unless noted): 100 = growth as untreated, 0 = no growth, -100 = all killed.
SF-268: SF-268 CNS cancer cells | 82,000 compounds, 3.1% hits | AID 1794759
U251: U251 CNS tumor cells; 80,000 compounds, 5.4% hits; AID 1794753
OVCAR-3: OVCAR-3 ovarian cancer. 79,000 compounds, 7% hits
PC-3: PC-3 prostate cancer cells. 80,000 compounds, 3.9% hits. AID 1794754
SNB-19: SNB-19 CNS cancer cells; AID 1794751; 81,000 compounds, 2.5% hits
SF-295: SF-295 CNS cancer cells. 79,000 compounds, 5.6% hits. AID 1794758
DU-145: DU-145 prostate cancer | 81,000 compounds, 4.2% hits | AID 1794760
OVCAR-8: OVCAR-8 ovarian cancer; 81,000 compounds, 4.4% hits; AID 1794782
SF-539: SF-539 CNS cancer | 81,000 compounds, 6.8% hits | AID 1794752
Numbers without * were called inactive; nt = not tested or not shown. Rule for the calls: active = growth percent below 10; inactive = the rest.

SMILES	SF-268	U251	OVCAR-3	PC-3	SNB-19	SF-295	DU-145	OVCAR-8	SF-539
O=C1CCC(C(=O)NNc2c(F)c(F)c(F)c(F)c2F)N1 (configuration not stated)	103	100	106	96	102	100	116	101	103
CCCCCCCCN(CCCCCCCC)C(=O)c1cccc(C)c1	95	103	111	86	99	101	109	108	99
COc1ccc(/C(C)=N/N=C2C(=O)Nc3cc(Br)ccc32)cc1S(N)(=O)=O	102	93	116	98	nt	92	99	96	88
CCC(C)(C)OC(=O)c1ccc([N+](=O)[O-])cc1	103	102	103	96	104	128	104	109	112
Cc1ccc(Nc2nnc(-c3csc(N)n3)s2)cc1	112	98	113	93	100	109	118	102	103
CCN(CC)CCOc1ccc(Nc2ncc3cc(-c4ccc(O)c(C#N)c4)c(=O)n(C)c3n2)cc1	77	-61*	84	70	108	91	85	93	62
Cc1cnc(SCc2ccccc2Cl)nc1SCc1ccccc1Cl	107	87	105	96	98	102	105	98	110
COc1cc2oc(-c3cccc(C(=O)Nc4ccc(Cl)cc4)c3)cc(=O)c2c(OCCNC(=O)[C@H](Cc2ccccc2)NC(=O)OC(C)(C)C)c1OC	100	100	115	97	95	119	107	100	104
CC(=O)Nc1ccc(NC(=O)CSc2nnc(Cc3ccccc3Nc3c(Cl)cccc3Cl)o2)cc1	92	106	107	103	103	98	114	101	100
CC(C)CCc1ccccn1	99	101	107	96	99	98	106	101	101
CCCCNNC(=O)c1ccc(Br)cc1	56	62	69	61	77	38	51	26	61
CCN1C(=O)N(CC)C2SC(N/N=C/c3ccc(F)cc3)=NC21 (configuration not stated)	42	15	nt	30	28	12	16	2.0*	-4.0*
COc1cc(-c2ccc(N=Nc3c(S(=O)(=O)O)cc4cc(N)ccc4c3O)c(OC)c2)ccc1N=Nc1cc(S(=O)(=O)O)c2ccccc2c1O	99	109	106	94	108	104	106	105	104
Cc1cc(-c2ccc(N=Nc3c(S(=O)(=O)O)cc4cc(S(=O)(=O)O)cc(O)c4c3O)c(C)c2)ccc1N=Nc1c(S(=O)(=O)O)cc2cc(S(=O)(=O)O)cc(O)c2c1O	104	101	120	94	106	94	112	99	101
CC(=O)N[C@H](C(=O)N[C@H](Cc1ccccc1)C(=O)N[C@H](CS)C(=O)N[C@H](CCCN=C(N)N)C(=O)N[C@H](CCCN=C(N)N)C(=O)N[C@H](CCCN=C(N)N)C(=O)N[C@H](CCCN=C(N)N)C(=O)N[C@H](CCCN=C(N)N)C(=O)N[C@H](CCCN=C(N)N)C(N)=O)[C@@H](C)O	89	116	101	98	nt	114	107	105	93
BrCc1ccccc1C[P+](c1ccccc1)(c1ccccc1)c1ccccc1	94	91	97	73	98	90	108	94	88
O=c1[nH]c(CN2CCN(c3cccc(Cl)c3)CC2)nc2cc(Cl)ccc12	99	95	100	91	91	100	101	46	94
O=C1c2ccccc2C(=O)c2c1nc(-c1ccc(Cl)cc1)n2O	97	99	86	80	101	95	102	100	100
CCCCC(CC)C(=O)OCCCC1CCCO1 (configuration not stated)	104	nt	99	92	105	94	108	103	99
N#C/C(=C\NCc1ccc(Cl)cc1)S(=O)(=O)c1ccccc1	111	104	112	95	90	102	121	108	nt
O=C(CCBr)NCc1ccccc1	112	93	111	94	105	105	119	108	110
CSc1nc2c(c(=O)[nH]1)C1(C(=O)N(Cc3ccccc3)c3ccccc31)c1c(nc(SC)[nH]c1=O)N2	101	102	110	93	107	102	106	101	107
CCOC(=O)c1c(C)nc2c(c1N)CC(=O)N2Cc1cc(OC)cc(OC)c1	94	97	99	80	103	93	97	102	89
COCCn1cc(-c2nc(-c3ccsc3)cs2)c2ccccc21	91	95	105	nt	109	93	82	100	98
CCc1ccc(NC(c2cc3ccc(N(CC)CC)cc3oc2=O)c2nnnn2C(C)(C)C)cc1 (configuration not stated)	87	92	101	77	86	104	111	96	105
O=C1N=C2SCCN2/C1=C\c1cccc(OCc2ccc(Cl)cc2)c1	101	98	104	99	100	99	111	90	104
CCCCOc1ccc(NC(=O)n2nc(NC(C)=O)c3ccccc32)cc1	92	92	104	75	125	78	92	90	112
CSC(=N\N=C\c1ccc(N(C)C)cc1)/N=C/N(C)C	111	nt	112	106	100	85	117	102	96
CC(=O)/C(=C\c1ccc(Cl)cc1)c1ccccc1	24	14	-8.1*	22	30	-6.1*	0.7*	15	-1.7*
C(=C/c1ccccc1)/C=C/c1ccccc1	103	96	115	104	111	102	109	102	105

Record cards (already shown). Values in the order: SF-268	U251	OVCAR-3	PC-3	SNB-19	SF-295	DU-145	OVCAR-8	SF-539
`CSC(=N\N=C\c1ccc(N(C)C)cc1)/N=C/N(C)C` across the screens: 111	nt	112	106	100	85	117	102	96
`CCOC(=O)c1c(C)nc2c(c1N)CC(=O)N2Cc1cc(OC)cc(OC)c1` across the screens: 94	97	99	80	103	93	97	102	89

The list continues.
SMILES	SF-268	U251	OVCAR-3	PC-3	SNB-19	SF-295	DU-145	OVCAR-8	SF-539
Oc1c(CN2CCCCC2)cc(/C=C/c2cc(CN3CCCCC3)c(O)c3ncccc23)c2cccnc12	49	32	46	49	55	76	63	52	80
Cc1ccc2oc(=O)cc(Cn3nnc(C(=O)O)c3C)c2c1	105	98	106	86	93	95	108	96	105
COc1ccc(-c2nnc3n(C)c(=O)c4ccccc4n23)cc1O	54	15	0.3*	18	24	12	27	25	-3.8*
OB(O)c1ccc(B(O)O)cc1	99	102	124	94	112	nt	109	100	108
CCCCCCCCCCCC(=O)OCc1ccccc1	107	102	115	110	106	nt	117	110	107
O=C1c2ccccc2C(=O)N1CCc1ccccn1	105	99	103	102	103	99	106	107	102
Cc1nc2cc(Nc3nc(NCCO)nc(N4CCOCC4)n3)ccc2n1Cc1ccccc1	90	100	100	88	106	100	49	93	89
CC1SC(N)=NC1=O (configuration not stated)	110	113	116	106	109	102	117	105	106
CCCCCCCCCCCCCCCCCC1=NC(CC)CO1 (configuration not stated)	96	92	101	62	102	94	112	96	103
COc1ccc(-c2cc(NC(=O)Nc3nc4ccccc4s3)no2)cc1	102	nt	107	100	104	74	106	105	99
COc1ccc(-c2cnnc3c(-c4cccc(C(F)(F)F)c4)cnn23)cc1	30	17	26	63	50	-5.8*	58	20	16
O=C(/C=C/c1ccc(Oc2ccc(Br)cc2)cc1)c1cc2ccccc2oc1=O	82	95	93	94	96	101	100	89	92
C[C@@H](O)[C@H](N)C(=O)O	100	101	111	100	112	104	106	97	108
Nc1ccn(C2CCCO2)c(=O)n1 (configuration not stated)	111	99	119	103	100	107	114	110	nt
O=C(O)c1ccc(C(=O)O)c(C(=O)O)c1	97	114	107	101	110	115	118	112	110
COc1ccc(C(C#N)CC(=O)c2ccc(OC)c(OCc3ccccc3)c2)cc1OC (configuration not stated)	83	89	68	68	98	59	98	78	90
CC(=O)N(Cc1ccccc1)c1nc2c3ccccc3n(C(C)=O)c2s1	94	97	107	83	98	93	107	102	98
C/C(=N\NC(=O)CC#N)c1cccs1	103	99	110	86	98	99	111	98	92
COc1ccc(-c2c(C#N)c(N)nc3c2c(N)nn3-c2ccccc2)cc1	52	38	97	65	31	75	70	68	71
CN(C)c1ccc(N=Nc2ccccn2)c(O)c1	15	12	33	34	19	20	22	16	0.7*
COc1ccc(-c2cc(-c3ccc(OC)c(OC)c3)nc(SCCCCCCC(=O)NO)n2)cc1	115	73	83	75	81	85	94	63	72
CC[C@H](CO)Nc1ccc2ncc(C#Cc3cncc(C(=O)Nc4ccc(CN5CCN(C)CC5)c(C(F)(F)F)c4)c3)n2n1	-60*	-85*	nt	-32*	-22*	-82*	-94*	-58*	-92*
CCCCNC(C(=O)c1ccc(OC)cc1)c1ccc(OC)cc1 (configuration not stated)	93	92	102	80	90	75	98	96	95
C=C1C(=O)O[C@H]2[C@H]1CC/C(COC(=O)c1ccc(Br)cc1)=C\CC[C@@]1(C)O[C@@H]21	25	4.3*	-81*	20	24	64	-34*	-37*	-76*
Cc1cc2c(c(C)c1Cl)C(=O)/C(=C/c1ccco1)O2	109	96	104	99	95	109	103	102	101
Nc1nc(Cl)cc(Nc2ccc(CCO)cc2)n1	96	101	102	92	99	96	104	98	92
COc1ccc([N+](=O)[O-])cc1NC(=O)N(C)Cc1ccco1	107	108	118	nt	96	101	116	116	99
N#CC1C(=O)NN=C(N)C12CCCC2 (configuration not stated)	119	106	91	102	107	102	124	84	105
Nc1c(C(=O)Nc2c(Cl)cccc2Cl)sc2nc3c(cc12)C(=O)CCC3	58	26	11	40	40	19	41	63	5.2*
O=C1NC(=Nc2ccc(O)cc2)S/C1=C\c1cccc(Cl)c1	74	59	30	nt	73	69	85	84	69
CC/C(=C/c1ccc(OC)cc1O)c1ccc2ccc(OC)cc2[o+]1	95	104	108	95	102	99	107	97	97
Cc1ccc(-c2nc3ccccn3c2/C=C2/C(=O)Nc3ccc(Cl)cc32)cc1	83	81	79	52	94	68	79	84	88
O=C(c1c[nH]c2ccccc12)c1n[nH]c(=S)n1-c1ccc([N+](=O)[O-])cc1	95	105	95	84	116	104	109	97	94
NC(=O)c1cccc(N2Cc3ccccc3OC3=C2C(=O)c2c(O)ccc(O)c2C3=O)c1	-11*	-7.4*	-94*	-44*	1.0*	45	-96*	-42*	-49*
O=S(=O)(NCCNc1nccc(-n2ccc3cccnc32)n1)c1ccc(F)cc1	96	103	111	98	96	101	103	102	99
CC1(C)N=C(N)N=C(N)N1c1cccc(CCCCc2ccccc2)c1	11	12	-17*	-30*	17	4.0*	31	0.5*	4.7*
O=c1nc(-c2ccc(F)cc2)c2cc(-c3cncnc3)ccc2[nH]1	98	99	107	97	96	107	111	103	101
Nc1nc(Nc2ccc(Cl)cc2)nn1Cc1cccc(Br)c1	41	59	48	23	57	45	53	55	38
O=C(Nc1cccc(-n2cc(-c3ccncc3)c(-c3ccc(Cl)c(O)c3)n2)c1)Nc1ccc(Cl)c(C(F)(F)F)c1	-35*	-70*	-43*	-10*	-29*	nt	-17*	-42*	-26*
O=C(CN1C(=O)NC(c2ccccc2)(c2ccccc2)C1=O)c1ccc(N2CCC(c3ccccc3)CC2)cc1	88	92	93	93	nt	101	100	100	105
CCOC(=O)c1c(NCC(=O)Nc2ccccc2[N+](=O)[O-])sc(C(C)=O)c1C	108	100	113	100	99	101	102	100	97
CC1CCCN(CCCOc2ccc(-c3ccc(C#N)cc3)cc2)C1 (configuration not stated)	96	82	97	75	92	99	98	94	92
O=C1Nc2ccccc2/C1=C/C(=O)c1ccc(N2CCOCC2)cc1	87	82	61	85	94	99	74	83	91
CC(C)(C)Nc1nc2ccc(OC/C(=C/F)CN)cc2o1	105	101	109	101	106	101	110	106	102
Cc1ccc(S(=O)(=O)NCCCCCC(=O)O)cc1	98	103	105	103	103	97	111	107	96

A draw from above in order of length of the SMILES, falling:
SMILES	SF-268	U251	OVCAR-3	PC-3	SNB-19	SF-295	DU-145	OVCAR-8	SF-539
O=C(Nc1cccc(-n2cc(-c3ccncc3)c(-c3ccc(Cl)c(O)c3)n2)c1)Nc1ccc(Cl)c(C(F)(F)F)c1	-35*	-70*	-43*	-10*	-29*	nt	-17*	-42*	-26*
O=C(CN1C(=O)NC(c2ccccc2)(c2ccccc2)C1=O)c1ccc(N2CCC(c3ccccc3)CC2)cc1	88	92	93	93	nt	101	100	100	105
NC(=O)c1cccc(N2Cc3ccccc3OC3=C2C(=O)c2c(O)ccc(O)c2C3=O)c1	-11*	-7.4*	-94*	-44*	1.0*	45	-96*	-42*	-49*
Cc1ccc(-c2nc3ccccn3c2/C=C2/C(=O)Nc3ccc(Cl)cc32)cc1	83	81	79	52	94	68	79	84	88
O=S(=O)(NCCNc1nccc(-n2ccc3cccnc32)n1)c1ccc(F)cc1	96	103	111	98	96	101	103	102	99
O=C1Nc2ccccc2/C1=C/C(=O)c1ccc(N2CCOCC2)cc1	87	82	61	85	94	99	74	83	91
Nc1nc(Nc2ccc(Cl)cc2)nn1Cc1cccc(Br)c1	41	59	48	23	57	45	53	55	38

New compounds follow
SMILES	SF-268	U251	OVCAR-3	PC-3	SNB-19	SF-295	DU-145	OVCAR-8	SF-539
CC(=O)N1N=C(CCC(=O)c2nc3ccc([N+](=O)[O-])cc3[nH]2)OC1c1ccc(Br)cc1 (configuration not stated)	95	101	98	91	103	98	104	101	102
CC(CN=C(CC(=O)c1ccc(Br)cc1)c1ccccc1)N=C(CC(=O)c1ccc(Br)cc1)c1ccccc1 (configuration not stated)	78	74	75	58	98	98	nt	89	87
COc1ccc(NC(=O)[C@@H]2CCC(=O)N2C)cc1OC	102	98	124	81	100	93	104	92	100
COc1ccc2c(c1)C(=O)/C(=C/c1cccnc1Cl)CC2	98	88	96	94	94	nt	97	85	96
O=C(CN1C(=O)S/C(=C\c2ccc(Cl)cc2)C1=O)Nc1ncc(Cc2ccc(Cl)cc2)s1	92	95	91	89	88	99	97	59	79
COc1ccc(-n2nc3c(c(C#N)c2=O)CC(c2ccc(Cl)cc2)C([N+](=O)[O-])=C3O)cc1 (configuration not stated)	97	97	104	92	95	105	103	97	98
O=C1CSC(=S)N1/N=C/c1ccc(Cl)cc1Cl	98	99	106	93	104	105	108	101	96
Cc1ccc([N+](=O)[O-])cc1Br	104	96	107	95	98	98	110	91	92
COc1ccc(Nc2n[nH]c(-c3cccs3)c2C#N)cc1	95	93	97	97	90	89	92	99	89
COc1cc(-c2ccc(N=Nc3ccc4c(S(=O)(=O)O)ccc(N)c4c3O)c(OC)c2)ccc1N=Nc1ccc2c(S(=O)(=O)O)ccc(N)c2c1O	102	107	109	99	110	nt	122	100	102
CC1(C)CC[C@]2(C(=O)O)CC[C@]3(C)C(=CCC4[C@@]5(C)C[C@@H](O)[C@@H]6OC(c7ccccc7Cl)OC[C@@]6(C)C5CC[C@]43C)C2C1 (some centres not stated)	64	33	61	47	64	27	53	52	73
CC1=C/C(=N\OCC(=O)O)CC(c2ccc(C(C)C)cc2)C1 (configuration not stated)	101	112	106	83	99	96	110	102	105
